HADH2 inh: qHTS Assay for Inhibitors of HADH2 (Hydroxyacyl-Coenzyme A Dehydrogenase, Type II); Potency, µM (doses to about 57.1 µM), for inactives: at the top dose activity change, negative = inhibition, most hits filed as inhibitors; recombinant HADH2, NADH fluorescence, beta-hydroxybutyryl-CoA; 3-hydroxyacyl-CoA dehydrogenase type-2 (Homo sapiens), Q99714; 3.4% of 73,000 active; note: potency is the fitted concentration of half-maximal effect; % is set by controls: 0 for no effect and ±100 for the full control effect; nearly all actives have a fitted effect of over 60% in size; many of its hits are not listed in these tables
Target sequence (Q99714 whole entry, looked up, one chain of several): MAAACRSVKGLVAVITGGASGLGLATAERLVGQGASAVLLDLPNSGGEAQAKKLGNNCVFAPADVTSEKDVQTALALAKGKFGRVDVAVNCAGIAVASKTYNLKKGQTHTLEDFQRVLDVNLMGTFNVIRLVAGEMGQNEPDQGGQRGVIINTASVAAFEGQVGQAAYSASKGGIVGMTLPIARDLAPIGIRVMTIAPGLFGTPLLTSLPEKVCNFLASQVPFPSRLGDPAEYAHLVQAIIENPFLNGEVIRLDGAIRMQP
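E. coli-expressed His-tagged HADH2 tested at 20 nM in alkaline Tris buffer (pH 9.0); oxidation of 90 uM beta-hydroxybutyryl-CoA with 1 mM NAD+ tracked fluorimetrically for 4 min.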
Texas Red fluor: qHTS Assay for Spectroscopic Profiling in Texas Red Spectral Region; Compound fluorescence, Texas Red channel, 547/618 nm; hits give high values; max dye-equivalent concentration, M; 0.06% of 59,000 active; AID 587, 2007; in the data active = max dye-equivalent concentration above about 10 nM; inconclusive = between about 1.1 nM and that limit
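Dye-equivalent concentrations come from scaling compound signal (ex 547, em 618 nm) to six Texas Red standard concentrations run on every plate, after 15 min room-temperature incubation in pH 8.0 Tris (100 mM).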
ERK AVP block: qHTS Assay for Inhibitors of the ERK Signaling Pathway using a Homogeneous Screening Assay. Potency, µM (top dose mostly 57.5 µM), for inactives: top-dose activity, negative = inhibition, usual class: inhibitors. HEK293-V1b, vasopressin-stimulated pERK AlphaScreen. 0.99% of 72,000 active; note: potency is the fitted concentration of half-maximal effect; % is set by controls: 0 for no effect and ±100 for the full control effect; nearly all actives have a fitted effect of over 55% in size
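Phosphorylated ERK1/2 detected via AlphaScreen bead proximity in lysates of V1b-expressing HEK293 cells given 25 nM vasopressin for 5 min after 30 min compound exposure (37 °C). AC50 from Hill equation; basal DMSO 0%, vasopressin 100%.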
Hsp90 Hop PPI: qHTS Assay for Disrupters of an Hsp90 Co-Chaperone Interaction; Hsp90 C-terminal peptide / TPR2A (Hop) interaction, human; AlphaScreen TPR2A-His6 binding biotin-Hsp90 C-terminal peptide; Potency, µM (doses to about 57 µM), for the others: top-dose activity change, negative = inhibition; 0.44% of 71,000 active; AID 595, 2007; active = well fitted curve in either direction with a large enough effect; inconclusive = small, poorly fitted or top-dose-only effect, or another doubt; note: potency is the fitted concentration of half-maximal effect; % is set by controls: 0 for no effect and ±100 for the full control effect; many of its hits are not listed in these tables
HBB splice mod: qHTS Assay for Modulators of Hemoglobin Beta Chain Splicing | 0.06% of 65,000 active | HBB splicing reporter cell assay, activation; EGFP reporter with mutant IVS2-654 intron; response scale: normalised to 500 nM splice-correcting PNA | Potency, µM (highest dose often 46.1 µM), for inactives: at the top dose activation, usual class: activators | AID 925, 2007; note: potency is the fitted concentration of half-maximal effect; 0% is about no effect
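Compounds were applied for 2 days to HeLa EGFP-654 cells, 500/well in Optimem with 2% FCS. The reporter's EGFP is disrupted by mis-splicing of beta-globin intron IVS2-654. Readout: summed well GFP fluorescence from 488 nm laser scanning; reference was 500 nM antisense […] 654 PNA.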
Rhodamine autofl: qHTS Assay for Spectroscopic Profiling in Rhodamine Spectral Region; AID 594, 2007; 0.05% of 59,000 active; max dye-equivalent concentration, M; Rhodamine-region fluorescence, 547/598 nm, Tris buffer; hits give high values; in the data active = max dye-equivalent concentration above about 11 nM; inconclusive = between about 1.1 nM and that limit
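Steps: pin-transfer compounds into pH 8.0 Tris (100 mM), hold 15 min at room temperature, image with a 547/598 nm filter pair, and convert intensities to rhodamine-equivalent concentration using a six-point on-plate rhodamine series.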
Luciferase inh: qHTS Assay for Inhibitors of Firefly Luciferase; Luciferin 4-monooxygenase (Photinus pyralis), P08659; purified firefly luciferase, luminescence, 8 min; Potency, µM (top dose mostly 57.1 µM), inactives show top-dose activity change, negative = inhibition, most hits filed as inhibitors; 2.2% of 72,000 active; note: potency is the fitted concentration of half-maximal effect; % is set by controls: 0 for no effect and ±100 for the full control effect; nearly all actives have a fitted effect of over 40% in size
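Titration-based qHTS; buffer 50 mM imidazole pH 7.2, 50 mM KCl, 7 mM MgCl2, 10 uM ATP, 0.01% Tween 20, 0.05% BSA; luciferase/luciferin detector mix added after compound; 8 min, ambient; luminescence.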
CRE Fsk mod: Cell signaling CRE-BLA (Fsk stim) | AID 662, 2007 | Potency, µM (series often up to 38.2 µM), for inactives: at the highest dose activity change, negative = inhibition, hits mostly activators | 2.5% of 71,000 active | CHO CRE-bla reporter (cAMP response element driving beta-lactamase), forskolin EC10, beta-lactamase ratio; active = well fitted activation curve with a large enough effect in the signal ratio, with a control signal flat, not every such curve was filed as active; inconclusive = small, poorly fitted or top-dose-only effect, or effect the other way, or a change in a side signal; the % refers to the signal ratio; note: potency is the fitted concentration of half-maximal effect; % of control where 0% means no effect
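CHO CRE-bla cells, overnight plating in Opti-MEM with 0.5% dialyzed FBS; cpd titration + EC10 NKH 477, 3 h 37 °C; CCF4 2 h RT; ex 405/em 460 vs 530 ratio → %Activity, AC50.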
Tau fil binding: qHTS Assay for Tau Filament Binding. Potency, µM (titrated, usually from 57.1 µM), for the others: top-dose activity change, negative = inhibition. 2% of 71,000 active. AID 596, 2007. Microtubule-associated protein tau (Homo sapiens), P10636. recombinant tau filaments, thioflavin S fluorescence, 15 h; filaments grown with octadecylsulfate alongside compound;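 note: potency is the fitted concentration of half-maximal effect; % is set by controls: 0 for no effect and ±100 for the full control effect; actives lower thioflavin S fluorescence by blocking filaments or displacing dye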
Target sequence (P10636 whole entry, looked up): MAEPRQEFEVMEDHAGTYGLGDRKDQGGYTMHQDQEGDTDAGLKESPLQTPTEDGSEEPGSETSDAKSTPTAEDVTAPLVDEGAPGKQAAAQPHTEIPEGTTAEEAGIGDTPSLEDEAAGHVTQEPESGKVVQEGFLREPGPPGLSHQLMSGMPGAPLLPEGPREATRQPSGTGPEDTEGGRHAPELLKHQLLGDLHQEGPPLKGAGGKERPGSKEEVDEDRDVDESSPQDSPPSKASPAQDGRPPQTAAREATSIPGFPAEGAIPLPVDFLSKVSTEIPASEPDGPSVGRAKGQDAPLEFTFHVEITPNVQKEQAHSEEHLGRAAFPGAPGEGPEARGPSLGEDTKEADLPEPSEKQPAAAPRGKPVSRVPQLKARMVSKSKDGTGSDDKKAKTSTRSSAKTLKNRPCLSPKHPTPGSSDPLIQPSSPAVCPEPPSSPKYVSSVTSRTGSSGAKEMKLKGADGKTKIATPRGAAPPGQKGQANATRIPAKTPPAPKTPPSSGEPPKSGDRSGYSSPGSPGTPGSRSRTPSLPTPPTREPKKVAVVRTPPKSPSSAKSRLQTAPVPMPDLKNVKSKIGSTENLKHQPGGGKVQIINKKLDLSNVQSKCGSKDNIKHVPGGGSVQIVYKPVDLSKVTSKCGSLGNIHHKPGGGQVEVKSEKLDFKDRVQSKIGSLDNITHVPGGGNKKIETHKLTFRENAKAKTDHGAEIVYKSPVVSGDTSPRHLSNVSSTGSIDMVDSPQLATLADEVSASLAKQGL
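Quantitative HTS: thioflavine S signal from ODS-induced tau filaments, excited at 450 nm, emission 510 nm. Conditions: 1 uM tau, 30 uM ODS, 15 h at 37 C, pH 7.4.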
DNA Pol III inh: qHTS Assay for Inhibitors of DNA Polymerase III Holoenzyme System. reconstituted DNA polymerase III holoenzyme replication, biochemical. Potency, µM (top dose mostly 57.1 µM), inactives show at the highest dose activity change, negative = inhibition. 0.25% of 71,000 active. AID 603, 2007; note: potency is the fitted concentration of half-maximal effect; % is set by controls: 0 for no effect and ±100 for the full control effect
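Reconstituted *E. coli* holoenzyme (0.35 nM Pol III, 1 nM beta, 154 nM SSB, 2 nM primase) was preincubated with compound for 15 min at RT. Synthesis on 1.4 nM ssM13Gori ran 35 min, then was stopped with PicoGreen/EDTA and read as dsDNA fluorescence.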
ALOX15 inhib: qHTS Assay for Inhibitors of 15-hLO (15-human lipoxygenase) | purified 15hLO-1, xylenol orange hydroperoxide absorbance | Polyunsaturated fatty acid lipoxygenase ALOX15 (Homo sapiens), P16050 | Potency, µM (titrated, usually from 57.1 µM), for inactives: at the highest dose activity change, negative = inhibition, actives largely listed as inhibitors | 1.4% of 74,000 active; note: potency is the fitted concentration of half-maximal effect; % is set by controls: 0 for no effect and ±100 for the full control effect; nearly all actives have a fitted effect of over 55% in size
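Purified human 15hLO-1 (40 nM final) in 25 mM Hepes pH 7.5, 0.01% Triton X-100 was preincubated with compound 15 min at room temperature, then reacted 6 min with 50 uM arachidonic acid; hydroperoxide detected by Fe-XO, 573/405 nm absorbance ratio.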
The depositor's hits bear a star; i = inactive; ? = inconclusive; . = not tested or not shown; [ ] = remark or other dose. Unless noted, calls come from the whole dose curve; as a rule, active = well fitted curve in the direction sought with a large enough effect; inconclusive = small, poorly fitted or top-dose-only effect, or another doubt; inactive = no such curve, though single readings can be large; an effect the other way counts as inactive or inconclusive. The list is partial. The share of hits here may be higher or lower than overall.

mol	HADH2 inh	ALOX15 inhib	Texas Red fluor	Tau fil binding	ERK AVP block	DNA Pol III inh	HBB splice mod	Hsp90 Hop PPI	CRE Fsk mod	Rhodamine autofl	Luciferase inh
CCS(=O)(=O)NCc1ccc2[nH]c3c(c2c1)CCCC3	?	0.4µM*	i	i	-2%	-6%	-1.4%	-2%	-6%	i	2%
COc1ccccc1S(=O)Cc1ccc(C(=O)NCCc2ccc(Cl)cc2)o1 (stereo not given)	-2%	-9%	.	34%	-6%	-6%	-1.2%	-5%[2.3 µM]	0%	.	2%
Cc1cccc(-n2nc3c(c2NC(=O)c2ccc(Br)o2)CSC3)c1C	9%	-3%	?	72%	-7%	-15%	-4.1%[0.369 µM]	-10%	-10%	i	-1%
Cn1nnc2cc(C(=O)NCc3ccco3)ccc21	0%	-9%	i	-10%	-6%	2%	0.1%	-4%	3%	i	1%
CCC1Oc2ccc(Cl)cc2N(CC(=O)O)C1=O (stereo not given)	?	?	i	2%	-7%	-1%	0.2%[57.5 µM]	-1%	12%	i	3%
CN(C)Cc1cc(C(=O)O)cc(CN(C)C)c1O	4%[11.4 µM]	8%[11.4 µM]	?	2%[11.4 µM]	1%[11.5 µM]	1%[11.4 µM]	-2.6%[9.22 µM]	0%[11 µM]	8%[7.6 µM]	i	-1%[11.4 µM]
Cc1ccc(NC(=O)c2ccccc2F)nc1	-5%	8%	i	-3%	3%	-2%	.	1%	5%	i	25µM*
Cc1ccc(S(=O)(=O)N2CCN(S(C)(=O)=O)C2c2ccccc2)cc1 (stereo not given)	6%[11.4 µM]	2%[11.4 µM]	.	2%[11.4 µM]	-29%	6%[11.4 µM]	-0.7%[0.0738 µM]	-2%[11 µM]	7%[7.6 µM]	.	1%
CC(C)(C)NC(=O)COc1ccc(CNn2nnnc2N)cc1	14%	13%	i	-8%	-2%	-5%	0.5%[57.5 µM]	-1%	-7%	i	-2%
CC(C(=O)Nc1nccs1)N1C(=O)C2CC=CCC2C1=O (stereo not given)	-6%	8%	?	11%	-8%	-5%	-2.1%	-1%	?	i	-38%
CSc1nc2c(c(=O)n1C)SC(C)C2 (stereo not given)	-4%	-4%	.	-15%	.	-13%	-0.3%	-8%	?	.	1%
CCOC(=O)N1CCN(Cc2cccs2)CC1	?	0%[11.4 µM]	.	-16%[11.4 µM]	21%	-7%[11.4 µM]	-3.4%[0.0738 µM]	-4%[11 µM]	?	.	0%
CCC/C=C(\CCC)C(NC(=O)C(C)(C)C)c1ccc(C(=O)OC)cc1 (stereo not given)	-2%	.	.	0%	16%	-6%	0.3%	?	-3%	.	.
CCC(=O)c1ccccc1OCCN1C(=O)NC(C)(C)C1=O	11%	6%	i	-2%	-9%	-5%	0.9%	1%	?	i	2%
CCOc1cccc(C(=O)Nc2ccccc2OC(F)F)c1	-5%	-5%	i	-4%	12%	-6%	3.3%	4%	?	i	-2%
CC(NC(=O)CC12CC3CC(CC(C3)C1)C2)C(=O)O (stereo not given)	2%	3%	i	7%	-10%	-4%	0.5%	-3%	8%	i	5%
CCOC(=O)NC(=O)CSc1nc(C)cc(C)c1C#N	39%[activator]	2%	i	-16%	-18%	-5%	.	-1%	15%	i	-29%
CCN(c1c(C)n(C)n(-c2ccccc2)c1=O)S(C)(=O)=O	-3%	-7%	i	-6%	0%	0%	7.0%	-5%	?	i	1%
COc1ccc(O)c(-c2cc(-c3cccc(Br)c3)n[nH]2)c1	-18%	?	.	424%	?	6%	-4.8%	-13%	?	.	-26%
CCOc1cccc(C(=O)Nc2ccc(N(CC)CC)cc2)c1	-4%[11.4 µM]	-27%[11.4 µM]	.	3.2µM*	?	0%[11.4 µM]	-2.5%[0.0738 µM]	-27%[11 µM]	-1%[7.6 µM]	.	?
CCOC(=O)c1cccc(NC(=O)C2CCN(S(=O)(=O)c3cccs3)CC2)c1	9%	-5%	i	13%	?	4%	1.5%	4%	-12%	i	3%
CC1CCN(CCCNC(=O)c2cn(C)c3ccc(S(=O)(=O)N4CCCC4)cc3c2=O)CC1	-7%	6%	?	1%	-7%	-4%	-0.1%	0%	-2%	i	1%
O=C(Nc1ccc2c(c1)OCO2)c1cccc2c1C(=O)N(C1CCCCC1)C2	5%	-11%	i	-26%	40%[activator]	-7%	-2.1%	?	-9%	i	1%
O=C(Cn1nc(-c2ccccc2)c2ccccc2c1=O)Nc1ccc2c(c1)nc1n2CCOC1	-6%	-11%	i	i	-17%	-4%	4.9%[0.369 µM]	-4%	?	i	-4%
CCOC(=O)N1CCN(C(=O)CN(c2cc(C(F)(F)F)ccc2Cl)S(C)(=O)=O)CC1	8%[11.4 µM]	4%[11.4 µM]	.	4%[11.4 µM]	-13%	0%[11.4 µM]	3.3%[0.0738 µM]	-7%[11 µM]	-6%[7.6 µM]	.	1%
O=C(NCCC1=CCCCC1)C1COc2ccccc2O1 (stereo not given)	-1%	-8%	?	-14%	?	5%	-0.1%[57.5 µM]	8%	-3%	i	1%
Cc1ccc(C)c2[nH]c(=O)c(CN(Cc3ccco3)C(=O)Nc3ccccc3)cc12	10%	?	i	37%	?	-9%	-1.3%	-16%	?	i	-3%
Cc1nn(C)cc1C(N)=O	2%	-13%	?	0%	-4%	0%	2.2%[1.84 µM]	-5%	-7%	i	0%
Cc1cc(C)n(-c2nc3ccccc3c(=O)n2OCC(=O)OCc2ccccc2)n1	13%	9%	i	-12%	-10%	-4%	0.0%[57.5 µM]	0%	22%	i	1%
COc1ccc(S(=O)(=O)N(C)CC(=O)NCCC2=CCCCC2)cc1	5%	-16%	i	-4%	13%	1%	-0.1%[57.5 µM]	?	-20%	i	-1%
c1ccc(-c2csc3ncnc(NCCN4CCOCC4)c23)cc1	6%	-4%	i	4%	-15%	-10%	0.0%	5%	?	i	0%
Cc1onc(-c2ccccc2)c1C(=O)Nc1nc2c(s1)CCCC2	3%	-10%	?	6%	3%	0%	-0.9%	-7%	3%	i	0%
CCCc1ccc(-c2ccc(C(=O)O)cc2)nc1	-5%	0%	.	-7%	2%	-5%	0.2%	2%	-1%	.	16µM*
COc1ccc(-n2c(SCC(=O)c3c(N)n(C)c(=O)n(C)c3=O)nc3ccccc32)cc1	-17%	2%	i	?	8%	-3%	1.5%[57.5 µM]	-4%	?	i	-2%
Cc1csc(NC(=O)CSc2nnc3ncccn23)n1	2%	-3%	i	-6%	-22%	-5%	-2.0%	-4%	6%	i	4%
COc1ccc2[nH]cc(CCNc3ncncc3-c3cccnc3)c2c1	?	?	i	-14%	-11%	-5%	0.8%	-5%	?	i	-1%[2.29 µM]
CC(=O)N1CCN(c2ccc(Oc3nnnn3-c3ccccc3)cc2)CC1	-4%	4%	?	1%	13%	-2%	-2.1%	1%	7%	i	1%
CCC(=O)Nc1ccc2c(c1)ncn2-c1ccccc1OC	-27%	-8%	i	-2%	-24%	-2%	-0.7%[0.369 µM]	-3%	23%	i	-1%
O=C1CN(CC(=O)N2CCOCC2)c2ccccc2O1	-13%	-1%	i	?	?	-26%	-6.3%[0.369 µM]	-11%	?	i	-7%
O=C(CSc1nc2ccccc2o1)N1CCN(C(=O)c2ccco2)CC1	4%	6%	i	5%	-27%	-2%	0.3%[57.5 µM]	-2%	6%	i	2%
CCOC(=O)c1cnn(-c2cc(C)c3cc(C)cc(C)c3n2)c1N	11%	6%	i	-1%	-14%	-4%	-1.4%	-2%	3%	i	4%
Cc1ccc(N)cc1O	-23%	-28%	.	4%	9%	-3%	0.7%	-13%	-18%	.	.
CCOC(=O)N1CCN(CC(=O)Nc2ccc(C)cc2)CC1	15%	-4%	.	-7%	23%	0%	1.1%	?	2%	.	0%
CCCCn1c(=O)c2c(c3ccccc31)OCC(=O)N2	-5%	4%	?	-2%	-12%	-7%	7.0%[0.369 µM]	-1%	?	i	-3%

Compound activity: PubChem BioAssay, National Center for Advancing Translational Sciences (NCATS)
